Compound activity (PubChem BioAssay)
SSB-PriA inh = K. pneumoniae PriA-SSBct interaction inhibition; AlphaScreen SSBct-PriA binding, biotinylated peptide; inhibition, % at 33 µM; hit rate 0.6% among 430,000; AID 1272365; in the data active means inhibition mostly above about 37%, no sharp cut-off; inactive means mostly below about 20%;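 further: plate controls were negative control peptide for no effect and reference peptide for full effect; strong numbers were not always called active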
Yp Topo-I inh = inhibitors of Yersinia pestis topoisomerase I; Y. pestis Topo-I cleavage product accumulation, plate reader; activity, % at 10 µM; hit rate 0.064% among 360,000; AID 504884; in the data active means activity above about 50%, passing the limit was not always enough; inconclusive means no clear call, values can overlap the other calls; further: inactives centre near 2
TcdB GH inh = inhibitors of Clostridioides difficile toxin B glycohydrolase; TcdB glycohydrolase enzymatic assay, plate reader; P18177; hit rate 0.24% among 350,000; inhibition, % at 9.99 µM; in the data active means inhibition above about 10%
PrPC surface inh = reduces human prion protein on the cell surface; inhibition, % at 13.8 µM; AID 720596; P04156; hit rate 0.43% among 370,000; cell surface PrPC, TR-FRET read-out; in the data active means inhibition above about 24%; further: 0% = median of the test wells and 100% = reference compound wells
BoNT A protease = inhibitors of Botulinum neurotoxin A light chain protease | multiplex microsphere protease substrate cleavage, flow cytometry | inhibition, % at 10 µM | hit rate 0.17% among 360,000; further: plate controls were buffer without enzyme for full effect and enzyme alone for no effect
Anthrax LF prot = inhibitors of Bacillus anthracis lethal factor protease. multiplex microsphere protease cleavage assay, LF. inhibition, % at 10 µM. hit rate 0.12% among 360,000. AID 588501; further: plate controls were buffer without enzyme for full effect and enzyme alone for no effect
Target sequence (P15917 whole entry, looked up): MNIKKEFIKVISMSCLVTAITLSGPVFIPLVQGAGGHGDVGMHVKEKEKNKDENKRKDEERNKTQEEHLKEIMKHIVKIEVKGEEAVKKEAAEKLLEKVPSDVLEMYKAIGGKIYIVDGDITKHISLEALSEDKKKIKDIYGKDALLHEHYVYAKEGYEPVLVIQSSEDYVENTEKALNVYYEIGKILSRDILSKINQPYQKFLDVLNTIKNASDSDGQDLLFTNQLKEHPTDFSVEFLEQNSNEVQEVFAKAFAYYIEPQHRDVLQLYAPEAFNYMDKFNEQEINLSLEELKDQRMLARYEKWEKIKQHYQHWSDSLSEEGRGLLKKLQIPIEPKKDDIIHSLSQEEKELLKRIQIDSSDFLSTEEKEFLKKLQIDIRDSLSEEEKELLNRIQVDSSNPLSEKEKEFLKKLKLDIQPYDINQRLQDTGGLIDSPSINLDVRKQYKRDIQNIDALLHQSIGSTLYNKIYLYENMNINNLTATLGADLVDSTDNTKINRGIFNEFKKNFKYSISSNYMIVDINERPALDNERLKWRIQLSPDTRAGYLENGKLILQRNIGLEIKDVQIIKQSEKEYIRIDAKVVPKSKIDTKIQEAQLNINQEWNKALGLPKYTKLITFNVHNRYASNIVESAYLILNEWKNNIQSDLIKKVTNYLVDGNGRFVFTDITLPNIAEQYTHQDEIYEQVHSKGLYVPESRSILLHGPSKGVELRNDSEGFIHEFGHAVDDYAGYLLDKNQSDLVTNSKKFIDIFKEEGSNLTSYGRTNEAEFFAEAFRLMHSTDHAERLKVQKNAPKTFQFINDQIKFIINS
SARS 3CLpro inh = SARS-CoV 3CLpro protease inhibition; P0C6X7; recombinant SARS-CoV 3CLpro, quenched FRET peptide cleavage; inhibition, % at 6 µM; hit rate 0.14% among 290,000; AID 1706; in the data active means inhibition above about 12%
BH1578 lux ind = inducers of Vibrio cholerae quorum light production without autoinducers; V. cholerae BH1578 lux reporter, luminescence, 6 h; activation, % at 18.7 µM; hit rate 0.16% among 350,000; AID 588436; in the data active means activation mostly above about 9.7%, no sharp cut-off; inconclusive means no clear call, values can overlap the other calls; inactive means mostly below about 3.7%; further: not every result past the cut was called active; inactives centre near 0; reference of the scale not given here
PfHsp40 rescue = restores yeast growth despite PfHsp40 toxicity; S. cerevisiae expressing PfHsp40, growth rescue, ATP luminescence; growth rescue, % at 12.5 µM; hit rate 0.68% among 340,000; AID 504582; in the data active means growth rescue above about 28%, passing the limit was not always enough; inconclusive means no clear call, values can overlap the other calls;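 further: yeast W303a lacking pdr1 and pdr3 grown in galactose medium; growth measured after three days at 30 °C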
* = called active by the depositor; & = joins results of further samples. Unless noted, no stated cut-off is given here; in the data, active means inhibition above about 30%; inconclusive means no clear call, values can overlap the other calls; inactive means below that. This is a subset. The share of hits here may be higher or lower than overall.

What do the screens show for `Cc1cc(C)n2nc3nc(N4CCCC4)nc(-c4ccccc4)c3c2n1`?
SSB-PriA inh: -16; Yp Topo-I inh: -4; BoNT A protease: 5.0; Anthrax LF prot: 7; SARS 3CLpro inh: -1; BH1578 lux ind: 0.0; PfHsp40 rescue: -0.4

How did N#Cc1ccc(COC(=O)c2ccc(N3CCCC3)c([N+](=O)[O-])c2)cc1 do in these assays?
SSB-PriA inh: 8; Yp Topo-I inh: 18; TcdB GH inh: 0.0; PrPC surface inh: -5; BoNT A protease: -0.4; Anthrax LF prot: -2; SARS 3CLpro inh: -4; BH1578 lux ind: inactive; PfHsp40 rescue: 0.9

What do the screens show for `O=C(CN1CCN(S(=O)(=O)c2ccccc2)CC1)Nc1ccccc1Cl`?
SSB-PriA inh: -3; Yp Topo-I inh: 16; TcdB GH inh: 2.1; PrPC surface inh: 3; BoNT A protease: -0.5; Anthrax LF prot: 0; SARS 3CLpro inh: 0; BH1578 lux ind: inactive; PfHsp40 rescue: -1.6

Results for CCn1c(C)nnc1SCC(=O)Nc1nccs1 ?
SSB-PriA inh: 5; Yp Topo-I inh: 2; TcdB GH inh: -7.2; PrPC surface inh: -2; BoNT A protease: -0.8; Anthrax LF prot: -7; SARS 3CLpro inh: -4; BH1578 lux ind: -0.1; PfHsp40 rescue: -1.1

What do the screens show for `O=C(COc1ccccc1F)NCc1ccc(-n2cccc2)cc1`?
SSB-PriA inh: 0; Yp Topo-I inh: 32; TcdB GH inh: 0.9; PrPC surface inh: -6; BoNT A protease: -2.7; Anthrax LF prot: -8; SARS 3CLpro inh: 5; BH1578 lux ind: -0.1; PfHsp40 rescue: 1.0

What do the screens show for `COc1ccc(/C=N/NC(=O)c2cc(-c3cccn3C)n[nH]2)cc1OC`?
Yp Topo-I inh: -12; PrPC surface inh: -9; BoNT A protease: -0.6; Anthrax LF prot: -2; SARS 3CLpro inh: 2; BH1578 lux ind: -0.3; PfHsp40 rescue: 1.2

Results for COc1ccccc1N(CC(=O)N/N=C/c1ccccc1C(=O)O)S(C)(=O)=O ?
SSB-PriA inh: inactive; Yp Topo-I inh: 7; TcdB GH inh: 1.5; PrPC surface inh: -3; BoNT A protease: -0.8; Anthrax LF prot: -6; SARS 3CLpro inh: -4; BH1578 lux ind: -0.3; PfHsp40 rescue: 0.6

How did O=C(c1ccccc1Br)N1CCC(c2nc3ccccc3s2)CC1 do in these assays?
SSB-PriA inh: -17; Yp Topo-I inh: 17; TcdB GH inh: -1.0; PrPC surface inh: 8; BoNT A protease: 0.4; Anthrax LF prot: -5; SARS 3CLpro inh: 4; BH1578 lux ind: -0.2; PfHsp40 rescue: 1.3

Results for COc1ccc(C)cc1-n1c(SCC(=O)Nc2cc(C)on2)nc2sc(C)c(C)c2c1=O ?
SSB-PriA inh: 0; Yp Topo-I inh: 7; PrPC surface inh: 5; BoNT A protease: 1.4; Anthrax LF prot: -1; SARS 3CLpro inh: 1; PfHsp40 rescue: -0.7

Results for CCC(c1nnnn1Cc1ccccc1)N(Cc1cc2cc(OC)ccc2[nH]c1=O)CC1CCCO1 (stereo not given) ?
SSB-PriA inh: -18; Yp Topo-I inh: 14; PrPC surface inh: 8; BoNT A protease: -0.1; Anthrax LF prot: -6; SARS 3CLpro inh: -7; BH1578 lux ind: inactive; PfHsp40 rescue: 0.2

What do the screens show for `Cc1ccc(CNC(=O)CCS(=O)(=O)c2cc(Br)cc3c2N(C(=O)C2CC2)CC3)o1`?
SSB-PriA inh: -6; Yp Topo-I inh: -4; PrPC surface inh: 5; BoNT A protease: 0.0; Anthrax LF prot: -1; SARS 3CLpro inh: 4; BH1578 lux ind: inactive; PfHsp40 rescue: -1.6

What do the screens show for `CCOC(=O)c1ccc(NC(=O)Cn2nnc(-c3ccc(F)cc3)n2)cc1`?
SSB-PriA inh: -10; Yp Topo-I inh: 2; PrPC surface inh: 0; BoNT A protease: -2.5; Anthrax LF prot: 0; SARS 3CLpro inh: 1; BH1578 lux ind: 1.3; PfHsp40 rescue: -1.0

How did O=S(=O)(Nc1cccc(-c2ccc3nncn3n2)c1)c1cccs1 do in these assays?
SSB-PriA inh: -6&-8; Yp Topo-I inh: -11; TcdB GH inh: 1.1; PrPC surface inh: -10; BoNT A protease: -0.5; Anthrax LF prot: -2; SARS 3CLpro inh: 4; BH1578 lux ind: -0.3; PfHsp40 rescue: 0.3

How did CC(NCc1ccccc1)c1ccccc1O (stereo not given) do in these assays?
SSB-PriA inh: -1; Yp Topo-I inh: 4; TcdB GH inh: 0.7; PrPC surface inh: -6; BoNT A protease: inconclusive; Anthrax LF prot: 4; SARS 3CLpro inh: 4; BH1578 lux ind: inactive; PfHsp40 rescue: 0.6

What do the screens show for `CCC(C(=O)NC1CCCCC1)n1c(SCc2cccc(C)c2)nc2ccncc21` (stereo not given)?
SSB-PriA inh: -4; Yp Topo-I inh: 16; TcdB GH inh: 0.3; PrPC surface inh: -2; BoNT A protease: -0.3; Anthrax LF prot: -4; SARS 3CLpro inh: -2; BH1578 lux ind: -0.3; PfHsp40 rescue: -0.6

Results for CCC(Cc1ccccc1)NC(=O)C1CCN(S(=O)(=O)c2c(C)noc2C)CC1 (stereo not given) ?
SSB-PriA inh: -13; Yp Topo-I inh: 10; PrPC surface inh: -2; BoNT A protease: 1.0; Anthrax LF prot: 3; SARS 3CLpro inh: 1; BH1578 lux ind: 1.4; PfHsp40 rescue: -0.6

How did CC1(C)CC(=O)c2cc(OCC(=O)NCCN3CCOCC3)ccc2O1 do in these assays?
SSB-PriA inh: -5; Yp Topo-I inh: -11; PrPC surface inh: 2; BoNT A protease: 0.8; Anthrax LF prot: 0; SARS 3CLpro inh: 3; BH1578 lux ind: -0.2; PfHsp40 rescue: -1.9

Results for COc1ccc(N=C2SC(CC(=O)Nc3ccccc3)C(=O)N2CCc2ccccn2)cc1 (stereo not given) ?
SSB-PriA inh: 4; Yp Topo-I inh: 26; PrPC surface inh: -8; BoNT A protease: 2.0; Anthrax LF prot: 3; SARS 3CLpro inh: 2; BH1578 lux ind: -0.3; PfHsp40 rescue: 2.3

What do the screens show for `O=C1c2ccccc2C(Nc2cccnc2)N1Cc1ccccc1Cl` (stereo not given)?
SSB-PriA inh: 2; Yp Topo-I inh: -6; TcdB GH inh: 1.4; PrPC surface inh: 0; BoNT A protease: -0.4; Anthrax LF prot: -8; SARS 3CLpro inh: 0; BH1578 lux ind: inactive; PfHsp40 rescue: -1.2

Results for Cc1ccc(N(CC(O)Cn2c3ccccc3c3ccccc32)S(C)(=O)=O)cc1 (stereo not given) ?
SSB-PriA inh: 9; Yp Topo-I inh: 21; TcdB GH inh: 2.1; PrPC surface inh: 0; BoNT A protease: 0.5; Anthrax LF prot: -4; SARS 3CLpro inh: 11; BH1578 lux ind: inactive; PfHsp40 rescue: 4.9

What do the screens show for `O=C(COC(=O)CNC(=O)c1cccc([N+](=O)[O-])c1)Nc1cccc(S(=O)(=O)N2CCCCC2)c1`?
SSB-PriA inh: -2; Yp Topo-I inh: 8; PrPC surface inh: -11; BoNT A protease: 0.2; Anthrax LF prot: -2; SARS 3CLpro inh: -2; BH1578 lux ind: -0.2; PfHsp40 rescue: 0.8

What do the screens show for `COc1c2c(cc3c1OCO3)CCN(C)C2`?
SSB-PriA inh: -6; Yp Topo-I inh: -2; TcdB GH inh: 3.0; PrPC surface inh: -4; BoNT A protease: -0.3; Anthrax LF prot: -3; BH1578 lux ind: inactive; PfHsp40 rescue: -1.4

Results for CCOC(=O)c1sc(NC(=S)NC(=O)c2ccco2)nc1C ?
SSB-PriA inh: -6; Yp Topo-I inh: 0; PrPC surface inh: 8; BoNT A protease: 0.8; Anthrax LF prot: -1; SARS 3CLpro inh: 2; BH1578 lux ind: -0.4; PfHsp40 rescue: 0.1

What do the screens show for `O=C(NCCN1CCN(c2ccccc2F)CC1)C1CCCN(S(=O)(=O)c2cnc[nH]2)C1` (stereo not given)?
SSB-PriA inh: -7; Yp Topo-I inh: -2; TcdB GH inh: -0.9; PrPC surface inh: 2; BoNT A protease: 0.0; Anthrax LF prot: 6; SARS 3CLpro inh: 3; BH1578 lux ind: -0.1; PfHsp40 rescue: -1.4

How did COc1ccccc1N1CCN(CCNC(=O)Nc2cccc(C)c2C)CC1 do in these assays?
SSB-PriA inh: 14; Yp Topo-I inh: 14; PrPC surface inh: -6; BoNT A protease: 2.2; Anthrax LF prot: 2; SARS 3CLpro inh: -2; BH1578 lux ind: -1.5; PfHsp40 rescue: -1.4

Results for O=C1/C(=C/c2ccco2)SC(=S)N1C1CCS(=O)(=O)C1 (stereo not given) ?
SSB-PriA inh: -10; Yp Topo-I inh: -16; TcdB GH inh: -1.2; PrPC surface inh: -13; BoNT A protease: 3.7; Anthrax LF prot: 10; SARS 3CLpro inh: 4; BH1578 lux ind: -0.3; PfHsp40 rescue: -1.4

Results for CCCS(=O)(=O)c1ccc(COC(=O)Cc2ccc([N+](=O)[O-])cc2)cc1 ?
SSB-PriA inh: -12; Yp Topo-I inh: 10; TcdB GH inh: -1.7; PrPC surface inh: -6; BoNT A protease: -3.9; Anthrax LF prot: 16; SARS 3CLpro inh: -2; BH1578 lux ind: -0.4; PfHsp40 rescue: -0.8

Results for CC(=O)Oc1ccc(N(C(C)=O)S(=O)(=O)c2cccs2)cc1 ?
SSB-PriA inh: 1&16; Yp Topo-I inh: 1; PrPC surface inh: 6; BoNT A protease: 0.8; Anthrax LF prot: -3; SARS 3CLpro inh: 2; BH1578 lux ind: inactive; PfHsp40 rescue: 1.4

Results for C[C@H]1CN(c2ccc(Br)cc2)C(=O)[C@@H]1CC(=O)Nc1ccc(Br)cc1 ?
Yp Topo-I inh: 10; TcdB GH inh: -0.1; PrPC surface inh: 0; BoNT A protease: -0.1; Anthrax LF prot: -7; BH1578 lux ind: -0.5

What do the screens show for `Cc1ccc(OCCC(=O)NNC(=O)c2ccc(Br)cc2)cc1`?
SSB-PriA inh: -1; Yp Topo-I inh: -8; TcdB GH inh: 1.2; PrPC surface inh: 4; BoNT A protease: -0.2; Anthrax LF prot: -4; BH1578 lux ind: -1.2; PfHsp40 rescue: -1.2

Results for CCOc1ccc(NC(=O)CN(C)C(=O)CCNC(=O)c2ccc(Br)cc2)cc1OCC ?
SSB-PriA inh: -1; Yp Topo-I inh: 7; TcdB GH inh: -0.3; PrPC surface inh: -12; BoNT A protease: 3.8; Anthrax LF prot: 9; BH1578 lux ind: 0.9; PfHsp40 rescue: -2.0

Results for Cc1nc2sc(C(c3cccc(F)c3)N3CCC(C)CC3)c(O)n2n1 (stereo not given) ?
SSB-PriA inh: -6; Yp Topo-I inh: 9; PrPC surface inh: -5; BoNT A protease: 0.0; Anthrax LF prot: 3; SARS 3CLpro inh: -4; BH1578 lux ind: -0.2; PfHsp40 rescue: -0.5

Of the compounds above, these contain a furan ring, fused or not:
What do the screens show for `Cc1ccc(CNC(=O)CCS(=O)(=O)c2cc(Br)cc3c2N(C(=O)C2CC2)CC3)o1`?
SSB-PriA inh: -6; Yp Topo-I inh: -4; PrPC surface inh: 5; BoNT A protease: 0.0; Anthrax LF prot: -1; SARS 3CLpro inh: 4; BH1578 lux ind: inactive; PfHsp40 rescue: -1.6

Results for CCOC(=O)c1sc(NC(=S)NC(=O)c2ccco2)nc1C ?
SSB-PriA inh: -6; Yp Topo-I inh: 0; PrPC surface inh: 8; BoNT A protease: 0.8; Anthrax LF prot: -1; SARS 3CLpro inh: 2; BH1578 lux ind: -0.4; PfHsp40 rescue: 0.1

Results for O=C1/C(=C/c2ccco2)SC(=S)N1C1CCS(=O)(=O)C1 (stereo not given) ?
SSB-PriA inh: -10; Yp Topo-I inh: -16; TcdB GH inh: -1.2; PrPC surface inh: -13; BoNT A protease: 3.7; Anthrax LF prot: 10; SARS 3CLpro inh: 4; BH1578 lux ind: -0.3; PfHsp40 rescue: -1.4
